High-throughput results from PubChem BioAssay.
Yfh1-off respiration = mitochondrial function rescue without frataxin homolog – Friedreich's ataxia, plus single-dose screen, dose response (AID 1465). one-dose fold induction at 50 µM; EC50 in µM for titrated hits. 220,000 compounds, 0.074% hits. S. cerevisiae Yfh1-off respiration, WST-1 reduction, 72 h; higher fold induction means a stronger effect;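 active = fold induction of absorbance versus untreated yeast above a set limit, then at least 30% activation at any dose in follow-up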;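 note: activators that raise dye reduction in frataxin-depleted yeast; strong numbers were not always called active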
b-catenin transl = modulators of beta-catenin nuclear translocation; HeLa beta-catenin nuclear translocation, immunofluorescence imaging; nuclear translocation activity, % at 5 µM; 190,000 compounds, 0.3% hits; AID 1665;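 active = nuclear translocation activity above 50% at 5 µM, with a well cell count of 50 or more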;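 note: per-cell ratio of nuclear to cytoplasmic median beta-catenin stain intensity; plate controls were DMSO negative control for no effect and GSK-3 inhibitor IX positive control for full effect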
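Test system: human HeLa cells, native beta-catenin. Compound dosing: 5 µM primary single dose, 0.1% DMSO, 0.02–20 µM confirmation series. Incubation: compound exposure 24 h at 37°C. Detection: beta-catenin immunostaining with DAPI counterstain, 20x imaging, 6 fields/well. Read-out basis: Nuclear/cytoplasmic beta-catenin signal ratio, % activation.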
Dynein cargo inh = blocks dynein driven cargo transport along microtubules. 3617.4 mouse cells, GR-EGFP nuclear translocation imaging; test concentration mostly 20 µM; stimulated with dexamethasone, 1 µM; active compounds read low. z-score, hits read low. 220,000 compounds, 0.47% hits. AID 1381;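 active = plate z-score of nuclear minus cytoplasmic receptor signal below a set negative limit, without overly bright fluorescence or cell loss, cut at about -3.5 in these data, passing the limit was not always enough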;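 note: z-score of nuclear minus cytoplasmic ring GR-EGFP intensity difference per well; some compounds called inactive have numbers as strong as hits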
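Also added: dexamethasone, 1.0 µM final. Medium: tet-free, stripped-serum medium. Detection: fixed, Hoechst-stained cells imaged at 10x for EGFP. Read-out: nuclear-to-cytoplasmic GR-EGFP distribution per well. Times: induction 48 h, compound 1 h, agonist 30 min.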
NOD1 inhibition = NOD1 signaling inhibitors, primary screen, cell-based, luminescence, uHTS (AID 1578); NOD1-driven NF-kB luciferase reporter cells, luminescence; higher % means a stronger effect; inhibition, % at 4 µM; hits with a dose series show EC50 in µM; 290,000 compounds, 1% hits; in the data active = inhibition mostly above about 36%, no sharp cut-off; inactive = mostly below about 34%;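 note: HEK-293T reporter cells stimulated with the NOD1 agonist gamma-tri-DAP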
Autophagy mod = alters autophagy in cells. MEF GFP-LC3 puncta imaging; test concentration mostly 10 µM. calls only at 10 µM (by protocol). 190,000 compounds, 0.98% hits;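 active = percentage of spot-positive cells more than 3 SD above its plate mean, without a fluorescence outlier flag or 80% toxicity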;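 note: spot-positive cell cutoff set from DMSO-treated cells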
Insulin prom up = MIN6 insulin promoter up-regulation. MIN6 insulin promoter-GFP reporter, high-content imaging; active compounds read high. z-score at 5 µM. 190,000 compounds, 0.3% hits;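 active = z-score above 3 at 5 µM with at least 500 cells counted in the well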
MT stabilizer = microtubule stabilization, imaging screen | HeLa tubulin immunostaining HCS, 24 h; share of cells brighter than vehicle mean+2SD | % tubulin-high responders, % at 10 µM | 200,000 compounds, 0.83% hits | AID 2205;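 active = plate Z-score above 3 for both tubulin-high and condensed-nucleus cell shares, with cell loss under 80%, at 10 µM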;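 note: anti alpha tubulin signal scored within the nucleus-defined area of each cell; some results filed as inactive read as strong as hits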
NOD2 inhibition = inhibition of NOD2-driven NF-kB reporter – cell-based, luminescence, uHTS, HEK293 (AID 1566) | HEK293 NOD2/NF-kB luciferase reporter, luminescence; higher % means a stronger effect | inhibition, % at 4 µM, or EC50 in µM where a hit was titrated | 290,000 compounds, 0.63% hits; in the data active = inhibition above about 50%; note: many of its hits are not listed in these tables
P. falciparum M17LAP = P. falciparum M17LAP inhibitors, primary screen, biochemical, fluorogenic H-Leu-NHMec substrate, 1536-well (AID 1619); recombinant M17LAP, H-Leu-NHMec fluorogenic kinetic assay; higher % means a stronger effect; inhibition, % at 30 µM, or IC50 in µM where a hit was titrated; 220,000 compounds, 0.38% hits;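 active = compound inhibiting the enzyme by more than half at any dose during confirmatory dose-response retesting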;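 note: plate controls were full reaction with DMSO carrier for no effect and no enzyme background for full effect; strong numbers were not always called active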
Dynein cargo inh cytoplasmic EGFP = recorded beside Dynein cargo inh, whose call it bears; z-score; measured here: cytoplasmic GR-EGFP intensity; active compounds read high
Dynein cargo inh nuclear GR-EGFP = further read-out of Dynein cargo inh, marked with its call; z-score; measured here: nuclear GR-EGFP intensity;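 lower value marks the stronger effect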
Dynein cargo inh cell count = further read-out of Dynein cargo inh, marked with its call; z-score; measured here: cell count per field
Insulin prom up cell count = recorded beside Insulin prom up, whose call it bears; cell count; measured here: cytotoxicity, nuclei count;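 total cells summed across four imaged fields per well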
b-catenin transl cell count 5 µM = recorded beside b-catenin transl, whose call it bears; cell count; measured here: cell count, cytotoxicity flag
MT stabilizer Hoechst-high % = further read-out of MT stabilizer, marked with its call; % Hoechst-high responders; measured here: nuclear condensation Hoechst responders;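 share of cells brighter than vehicle mean plus two SD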
MT stabilizer cytotoxicity % = recorded beside MT stabilizer, whose call it bears; toxicity, %; measured here: cytotoxicity by cell density;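 0% = mean cell density of plate MIN control wells and 100% = no cells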
Autophagy mod cell loss 18 h = further read-out of Autophagy mod, marked with its call; toxicity, %; measured here: cell loss, nuclei count;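 cell loss after 18 h compound exposure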
Active calls of the source: *; i = inactive; / = no result given; + = active, no number. A portion of the library; the hit share may differ from the screen's.

SMILES	Yfh1-off respiration	b-catenin transl	b-catenin transl cell count 5 µM	Dynein cargo inh	Dynein cargo inh cytoplasmic EGFP	Dynein cargo inh nuclear GR-EGFP	Dynein cargo inh cell count	NOD1 inhibition	Autophagy mod	Autophagy mod cell loss 18 h	Insulin prom up	Insulin prom up cell count	MT stabilizer	MT stabilizer Hoechst-high %	MT stabilizer cytotoxicity %	NOD2 inhibition	P. falciparum M17LAP
COC(=O)c1ccc(CSc2nnc(NC(=O)c3cc4c(s3)CCCC4)s2)cc1	i	0.2	1167	0.131	0.812	0.523	0.45	-10.8%	i	-1.5	-0.29	920	2.1	2.0	9.8	20.3%	-1.8%
CCOc1ccc(C2CC(c3ccccc3C)n3ncnc3N2)cc1 (stereo not given)	i	/	/	0.526	-0.0613	0.567	-1.34	11.1%	i	-9.4	0.4	919	1.0	3.6	8.6	-3.8%	6.1%
CC(C)(C)n1nc2c(c1NC(=O)c1ccccc1F)CS(=O)C2 (stereo not given)	i	-6.5	1166	0.216	-0.19	0.39	-0.391	-4.1%	+	27.9*	1.06	1105	4.4	3.0	4.9	7.3%	-0.7%
CCN(CC)S(=O)(=O)c1cccc(N=NC2=C(O)CCCC2=O)c1	i	-2.4	921	-1.06	-0.177	-0.35	0.0529	-1.1%	i	0.9	-0.32	1306	2.0	1.1	5.4	3.2%	45.7%
O=C(C1CCN(CC2CC=CCC2)CC1)N(CCc1ccccc1)Cc1ccccc1 (stereo not given)	i	/	/	0.189	-0.195	-0.0704	-0.76	21.3%	i	-11.1	-0.3	1087	4.9	2.9	9.1	-21.6%	3.1%
CN1CCN(c2nnc(-c3ccccc3)c(-c3ccccc3)n2)CC1	i	-1.0	1361	-0.0032	-0.282	0.0447	0.587	2.2%	/	/	2.49	1032	/	/	/	-11.1%	2.2%
O=C(COc1ccccc1)Nc1ccccc1N1CCN(c2ccccc2)CC1	i	/	/	-0.735	-0.27	0.126	-0.0799	-5.5%	i	3.7	-1.28	1263	2.2	1.7	6.9	5.9%	2.1%
CCC(=O)N(Cc1ccco1)c1nc(-c2ccc(OC)cc2)cs1	i	-1.0	516	-0.0623	-0.244	-0.228	-0.0224	-13.1%	i	-2.4	/	/	3.1	1.8	3.8	14.1%	-6.3%
O=C(O)C1CCCCC1C(=O)NCCc1c[nH]c2ccccc12 (stereo not given)	i	/	/	-0.53	-0.275	-0.725	1.87	/	i	13.4	/	/	3.5	1.6	5.2	4.5%	22.8%
CCN(CC(O)Cn1c2ccccc2c2ccccc21)S(=O)(=O)c1ccc(C)cc1 (stereo not given)	i	-17.2	1301	-0.749	-0.144	-0.545	1.01	-8.1%	i	8.7	/	/	1.5	1.9	13.7	0.9%	5.9%
Cc1ccc(CSc2ncccc2C(=O)O)cc1	i	-0.9	1137	1.1	0.604	1.35	-2.2	-19.2%	i	-5.4	0.08	836	1.0	0.9	7.9	-4.2%	15.8%
CC(C)N1CCC(N2CCN(Cc3cc(F)ccc3-n3cccn3)CC2CCO)CC1 (stereo not given)	i	-3.1	1038	-0.64	-0.0598	-0.0316	0.282	-29.9%	i	-0.6	/	/	1.4	1.5	9.0	-5.6%	-5.1%
CN(Cc1ccccc1)S(=O)(=O)c1ccc(OCC(=O)N2CCOCC2)cc1	i	-0.3	1359	-0.0525	-0.196	-0.879	0.281	15.9%	i	4.2	1.16	1482	3.4	1.4	0.4	7.6%	8.4%
COCCNC(=O)c1cc2sccc2n1C	i	-1.8	964	1.08	-0.238	0.958	-0.655	-37.9%	i	-7.6	0.52	1421	3.3	2.4	3.2	-1.3%	/
O=C(NCCc1csc(-c2ccccc2)n1)c1ccc(Br)o1	i	2.5	1145	-0.59	-0.208	-0.142	0.503	-7.1%	i	1.5	0.49	2249	8.9	2.6	10.6	8.3%	-0.6%
COC(=O)[C@@H]1C[C@H]2CC[C@H](O)C[C@H]2N1Cc1ccc(N2CCN(C)CC2)cc1	i	-0.9	1374	0.144	-0.796	0.00972	-0.107	-3.5%	/	/	-0.05	938	/	/	/	0.7%	-20.7%
COc1cc(OC)c2ccc(=O)oc2c1C(CCN1CCN(c2ccccc2)CC1)c1ccc2c(c1)OCO2 (stereo not given)	i	-0.5	1198	-0.722	-0.819	-0.286	0.857	-8.4%	/	/	-0.44	1022	/	/	/	-19.6%	13.9%
CCOC(=O)N1CCC2(CC1)C(C#N)=C(N)Oc1n[nH]c(C)c12	i	/	/	-1.4	4.99	-0.0731	-1.83	4.2%	i	-1.5	-0.48	1001	0.8	1.7	24.0	-10.5%	13.6%
CCc1nc2c(c(SC)nn2-c2ccccc2)c(N)c1C(=O)OC	i	-0.4	1405	-0.868	-0.0789	-0.11	0.577	12.9%	i	-20.2	-1.32	1568	2.7	1.9	5.9	11.5%	4.2%
Cc1ccc2cc(NC(=O)Cc3ccccc3)ccc2n1	i	-1.3	1399	-0.479	-0.0419	-0.145	0.0482	-9.5%	/	/	-0.02	1199	/	/	/	-83.7%	3.8%
O=C(CCC1N=C2c3ccccc3N=C(SCc3ccccc3Cl)N2C1=O)NCc1ccco1 (stereo not given)	i	3.1	1277	0.418	-0.326	0.248	-0.334	/	i	-6.7	-0.57	1078	6.0	5.3	3.3	0.5%	8.8%
CC(NC(=S)Nc1ccccc1C(F)(F)F)C1CC2CCC1C2 (stereo not given)	i	-5.0	1116	1.17	-0.079	0.824	-1.09	-22.1%	i	17.7	0.47	1546	3.3	1.0	6.4	-1.7%	-2.2%
CC(C)(C)C(=O)NC(=S)Nc1ccccc1C(=O)Nc1ccccc1	i	-2.8	1377	0.941	-0.11	1.11	0.464	-60.9%	i	9.2	-0.32	1489	2.8	1.9	2.1	1.5%	-0.4%
O=C(COC(=O)C1(c2ccccc2F)CCCC1)NCc1ccc2c(c1)OCO2	i	0.7	1052	-0.567	-0.215	-0.266	0.539	0.7%	i	-7.2	-0.87	1490	1.7	2.3	6.5	2.8%	-0.2%
Cc1ccc(NC(=O)c2csc(-c3ccccc3)c2C)cc1	i	-5.1	1419	-1.17	-0.233	-0.00938	1.08	22.5%	i	16.2	-0.01	1471	2.4	2.4	5.5	-216.5%	-4.4%
Cc1nn(-c2ccccn2)c2c1C(c1c(F)cccc1Cl)C1=C(N2)c2ccccc2C1=O (stereo not given)	i	-1.7	557	-0.371	0.576	-0.45	0.742	-31.2%	i	8.9	-0.35	1184	5.1	2.0	3.4	1.5%	-5.2%
CCc1c(C)nc2ncnn2c1NCCc1ccccc1	i	0.8	1254	-0.367	-0.24	-0.882	0.452	24.0%	i	14.4	-0.78	1184	3.0	1.8	8.8	11.3%	7.0%
COc1ccc(N=C2C(=O)N3c4c(cccc42)C(C)=CC3(C)C)cc1	i	-1.3	1128	-2.97	-0.192	-1.05	1.39	-36.9%	i	9.5	0.01	1495	5.1	2.6	7.0	-0.9%	12.6%
CCN1CC(CN(C)Cc2nc(-c3ccc(C(F)(F)F)cc3)oc2C)CC1=O (stereo not given)	i	-0.4	980	1.24	0.0709	0.876	-1.58	-10.6%	i	17.7	0.2	1375	0.6	1.9	0.3	7.1%	-1.6%
Cc1cc(C)n(CC(C)NC(=O)c2cc(COc3c(F)cccc3F)on2)n1 (stereo not given)	i	0.2	1047	0.301	2.03	0.268	-0.11	-37.9%	i	14.4	0.66	1461	4.6	1.3	6.9	-10.4%	-7.1%
Cn1nnnc1SCC(=O)N1c2ccccc2CCc2ccccc21	i	/	/	-0.392	-0.212	-0.424	-0.576	-4.7%	i	-3.1	-0.06	1262	4.3	2.2	3.7	15.3%	-3.0%
CCOC(=O)C[n+]1c(C)sc2ccc(OC)cc21	i	0.4	1391	1.2	-0.146	0.0692	-0.774	/	i	15.3	-0.42	1390	2.8	2.5	1.2	4.0%	2.9%
O=C(O)CSCC(=O)Nc1ccc(S(=O)(=O)N2CCCCC2)cc1	i	1.5	1336	0.0171	-0.0976	0.0372	0.00768	-6.3%	i	20.6	0.36	1494	8.9	3.9	8.7	3.7%	4.7%
Cc1cccc(NS(=O)(=O)c2ccc(Oc3ccccc3)cc2)n1	i	0.2	1085	-1.42	-0.246	-1.11	1.49	-7.6%	i	8.2	0.07	1806	2.1	1.5	5.5	9.0%	-1.6%
COc1ccc(CNC(=O)CSCc2c(F)cccc2Cl)cc1	i	0.2	962	-0.33	-0.222	0.147	-0.155	-18.1%	i	-10.4	/	/	5.0	1.5	3.2	0.4%	6.3%
COC(=O)C1=C(C)N(CCc2ccc(OC)c(OC)c2)C(=O)/C1=C\c1ccc(O)cc1	i	-5.1	1175	-0.572	-0.102	-0.42	0.17	-15.7%	i	10.4	-0.14	1383	3.2	2.2	4.2	-0.9%	14.4%
